From PubChem BioAssay
GAA inh – inhibitors of human lysosomal alpha-glucosidase; P10253; purified human GAA, 4-MU-alpha-glucoside fluorescence; Potency, µM (highest dose often 76.9 µM), for inactives: top-dose activity change, negative = inhibition, hits mostly inhibitors; 200,000 compounds, 0.005% hits;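 further: plate controls were uninhibited enzyme wells for no effect and no-enzyme background for full effect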
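Activity normalized between no-enzyme (basal) and enzyme-only wells. Conditions: 4 nM human enzyme, 400 uM fluorogenic substrate, citrate/phosphate pH 5.0 with Tween-20, 20 min room temperature, compounds up to 77 uM.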
RGS12 GoLoco inh – RGS12 GoLoco-Gai1 interaction inhibition | Gai1:RGS12 GoLoco peptide FP, rhodamine, 10 min | 230,000 compounds, 0.44% hits | Potency, µM (series often up to 61.6 µM), without a hit: top-dose activity, negative = inhibition, actives largely listed as inhibitors | AID 880; active means well fitted inhibition curve with a large enough effect, not every such curve was filed as active; inactive means no such curve, though single readings can be large or run the other way; further: on the % scale 0 is the no-effect control and ±100 the full control effect; nearly all actives have a fitted effect of over 30% in size; many of its hits are not listed in these tables
Target sequence (P63096 whole entry, looked up): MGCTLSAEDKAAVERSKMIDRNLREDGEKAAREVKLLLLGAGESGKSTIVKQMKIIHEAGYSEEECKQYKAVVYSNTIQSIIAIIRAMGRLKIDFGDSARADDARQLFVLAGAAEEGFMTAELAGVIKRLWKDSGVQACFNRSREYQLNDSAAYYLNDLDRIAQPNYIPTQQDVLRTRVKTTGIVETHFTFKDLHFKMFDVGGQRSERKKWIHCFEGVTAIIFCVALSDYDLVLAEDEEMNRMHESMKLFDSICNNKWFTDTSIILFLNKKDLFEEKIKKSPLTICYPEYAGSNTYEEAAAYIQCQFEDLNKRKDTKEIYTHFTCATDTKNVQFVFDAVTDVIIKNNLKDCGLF
GAA spleen mod – inhibitors or activators of human alpha-glucosidase in spleen homogenate; human spleen homogenate, 4-MU-alpha-glucoside fluorescence; Potency, µM (top dose mostly 79.9 µM), without a hit: top-dose activity change, negative = inhibition, actives largely listed as inhibitors; 240,000 compounds, 0.006% hits;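 further: 0% = enzyme with vehicle and -100% = no enzyme basal signal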
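Human spleen homogenate (1 ug) incubated with compounds and 1 mM 4-methylumbelliferyl-alpha-D-glucopyranoside in pH 5.0 citrate/phosphate buffer, 37 C, 40 min. Stopped at pH 10; 4-MU fluorescence (Ex 365/Em 440 nm); AC50 by Hill fit.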
KDM4E inh – JMJD2E (human) inhibition; JMJD2E catalytic domain, FDH-coupled NADH fluorescence (FDH is formaldehyde dehydrogenase); Potency, µM (top dose mostly 57.1 µM), for inactives: at the top dose activity change, negative = inhibition, hits mostly inhibitors; 230,000 compounds, 1.6% hits; active means well fitted inhibition curve with a large enough effect, not every such curve was filed as active; inconclusive means small, poorly fitted or top-dose-only effect, or another doubt; inactive means no such curve, though single readings can be large or run the other way;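 further: 0% = wells with enzyme and -100% = buffer wells without enzyme; nearly all actives have a fitted effect of over 50% in size; many of its hits are not listed in these tables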
aGal spleen mod – inhibitors or activators of human alpha-galactosidase in spleen homogenate; 240,000 compounds, 0.008% hits; Potency, µM (top dose mostly 80 µM), for the others: top-dose activity change, negative = inhibition, most hits filed as inhibitors; P06280; AID 2107; human spleen homogenate, 4MU-alpha-Gal fluorescence, 40 min;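 further: 0% = enzyme with vehicle and -100% = no enzyme basal signal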
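Inhibition or activation of alpha-galactosidase in human spleen homogenate is scored by 4-MU fluorescence after 40 min at 37C, pH 5.0, with 1 mM substrate. AC50s come from concentration-response fitted to the Hill equation.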
SMN2 splice up – SMN2 splice variant enhancement; AID 1458; 210,000 compounds, 2.8% hits; Potency, µM (titrated, usually from 46.1 µM), for the others: at the top dose activity change, positive = activation, actives largely listed as activators; HEK293 SMN2-luciferase splicing reporter, luminescence, 30-36 h; further: % of control where 0% means no effect; nearly all actives have a fitted effect of over 55% in size
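HEK293 cells carry an SMN2 minigene-luciferase reporter in which exon 7 inclusion puts luciferase in frame. Cells were seeded at 2000 cells/well, attached for 10-12 hours, then exposed to compounds for 30-36 hours at 37C before ONE-Glo luminescence.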
GAA glycogen mod – alters human alpha-glucosidase cleavage of glycogen; P10253; recombinant GAA, glycogen substrate, Amplex Red glucose oxidase fluorescence; Potency, µM (titrated, usually from 76.4 µM), for inactives: at the top dose activity change, negative = inhibition, hits mostly inhibitors; 300,000 compounds, 0.38% hits;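 further: 0% = full enzyme reaction and -100% = no-enzyme basal signal; the screen sought inhibitors and activators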
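Natural-substrate format: glycogen cleavage by 4 nM human enzyme, glucose read by Amplex Red coupling (Ex 573, Em 610 nm). Normalized to enzyme and no-enzyme controls.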
ALDH1A1 block – blocks purified human ALDH1A1 activity; P00352; Purified ALDH1A1, NADH fluorescence, propionaldehyde substrate; Potency, µM (doses to about 75.3 µM), for inactives: at the top dose activity, negative = inhibition, most hits filed as inhibitors; 220,000 compounds, 7.3% hits; active means well fitted inhibition curve with a large enough effect, not every such curve was filed as active; inconclusive means small, poorly fitted or top-dose-only effect, or another doubt; inactive means no such curve, though single readings can be large or run the other way;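 further: plate controls were no enzyme wells and a reference inhibitor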
Target sequence (P00352 whole entry, looked up): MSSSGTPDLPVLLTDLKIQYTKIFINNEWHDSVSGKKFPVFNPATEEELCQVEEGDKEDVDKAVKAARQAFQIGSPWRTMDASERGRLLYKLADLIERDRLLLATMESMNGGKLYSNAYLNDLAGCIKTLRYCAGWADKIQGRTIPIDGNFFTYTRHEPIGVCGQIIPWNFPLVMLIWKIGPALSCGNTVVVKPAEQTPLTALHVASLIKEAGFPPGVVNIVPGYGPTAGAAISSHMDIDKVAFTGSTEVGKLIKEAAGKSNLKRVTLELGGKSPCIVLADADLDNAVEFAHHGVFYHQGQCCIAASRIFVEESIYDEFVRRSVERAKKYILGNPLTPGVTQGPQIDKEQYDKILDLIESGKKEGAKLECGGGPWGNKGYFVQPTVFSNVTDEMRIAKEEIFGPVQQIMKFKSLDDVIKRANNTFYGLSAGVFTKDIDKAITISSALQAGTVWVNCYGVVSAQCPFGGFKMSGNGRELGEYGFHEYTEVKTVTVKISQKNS
* hit, by the source's call; ? = inconclusive; nt = not tested or not shown; [ ] = dose if it differs, or a comment. Unless noted, the call rests on the fitted dose curve; in most records, active means well fitted curve in the direction sought with a large enough effect; inconclusive means small, poorly fitted or top-dose-only effect, or another doubt; inactive means no such curve, though single readings can be large; an effect the other way counts as inactive or inconclusive. Potency means the concentration at half of the fitted maximal effect. Not all compounds are listed, so the mix of outcomes need not match the whole.

Screens in order – GAA glycogen mod | GAA spleen mod | RGS12 GoLoco inh | ALDH1A1 block | GAA inh | KDM4E inh | SMN2 splice up | aGal spleen mod
1. COCCCn1c(SCC(=O)Nc2sc3c(c2C#N)CCCC3)nnc1-c1ccncc1
  -3.4% | -1.8% | 8.3% | 20µM* | -12.1% | -3.7% | 1.5% | -1.3%
2. COc1ccccc1NC(=O)Nc1ccccc1SC
  2.0% | 2.2% | 15.4% | -2.8% | 11.1% | -2.1% | -5.4% | 9.3%
3. CC(C)c1ccc(S(=O)(=O)/N=C2/C=CC(=O)c3ccccc32)cc1
  -16.6% | 4.1% | 10.6% | 25.1µM* | -6.6% | -29.1% | -62.8%[inhibitor] | 3.3%
4. Cc1ccc(Nc2nc(N)c([N+](=O)[O-])c(NCc3ccco3)n2)cc1C
  13.7% | -3.3% | 10.3% | 1.4% | -5.2% | 7.2% | ? | 2.6%
5. NNC(=O)COc1ccc(C2SCCS2)cc1
  -0.4% | 2.9% | 4.7% | 3.98µM* | 2.3% | 42.3%[activator] | -3.8% | 5.6%
6. CCCc1cc(=O)[nH]c(SCC(=O)Nc2ccccc2C#N)n1
  -2.0% | -8.1% | 7.8% | 13.7% | -6.1% | 7.5% | 21.5% | -18.7%
7. Cc1cc(C)cc(C(=O)Nc2nnc(SCC(=O)N3CCCc4ccccc43)s2)c1
  -0.7% | -6.2% | -0.6% | ? | 5.9% | -9.2% | 3.0% | -1.1%
8. CSc1ccccc1NC(=O)Cc1ccccc1
  17.3% | -3.1% | 0.8% | 4.5% | 6.2% | 3.3% | 8.6% | -0.8%
9. CCNC(=S)NNC(=O)c1csc(C(C)C)c1
  3.8% | -8.6% | 9.4% | ? | 3.3% | -4.7% | 11.2µM* | -12.7%
10. OCCNCc1cccc(Br)c1
  -10.7% | -4.3% | -5.7% | 4.4% | -0.9% | 7.4% | 12.1% | 10.5%

Look-ups from the list:
CCCc1cc(=O)[nH]c(SCC(=O)Nc2ccccc2C#N)n1 | ALDH1A1 block = 13.7%
COc1ccccc1NC(=O)Nc1ccccc1SC | KDM4E inh = -2.1%
OCCNCc1cccc(Br)c1 | ALDH1A1 block = 4.4%

The listing continues:
Screens in order – GAA glycogen mod | GAA spleen mod | RGS12 GoLoco inh | ALDH1A1 block | GAA inh | KDM4E inh | SMN2 splice up | aGal spleen mod
11. COCCCN(C(=O)Cn1ncc2c(=O)oc3ccc(C)cc3c21)C(C)c1ccncc1 (stereo unspecified)
  2.5% | -4.0% | 2.1% | 6.2% | 1.6% | 2.9% | -7.2% | 10.7%
12. CCc1cccc2c(SC(C)C(=O)NCC3CCCO3)nc(-c3ccccc3)nc12 (stereo unspecified)
  2.6% | -19.1% | 9.0% | 11.5% | 3.8% | 6.5% | -7.7% | -17.4%
13. Cc1ccc2c(c1)c1c(n2C)-c2[nH]ncc2CC1
  ? | -8.6% | -6.2% | ? | -8.2% | ? | 13.3% | 1.5%
14. CC(=O)OC1CC2C(C)(C)C=CC(=O)[C@@]2(C)C2CC[C@@]3(C)C(c4ccoc4)OC(=O)C4OC43[C@]12C (stereo partly specified)
  nt | -0.3% | 1.1% | -12.4% | nt | -3.1% | -6.5% | 5.9%
15. CCOc1ccccc1NC(=O)c1cccc(NC(=O)c2ccco2)c1
  0.8% | -9.8% | 14.4% | 1.8% | -1.8% | -7.2% | -18.5% | -2.5%
16. CCOc1cc(C=O)cc(Br)c1OCC(=O)NCCc1ccccc1
  1.4% | -3.2% | 12.0% | 6.31µM* | -7.4% | -8.3% | -4.2% | -1.5%
17. CCC(NC(=O)Cn1cnc2c(=O)n(C)c(=O)n(C)c21)c1ccccc1 (stereo unspecified)
  2.3% | -1.2% | 5.9% | ? | -0.6% | -1.9% | -8.4% | -8.7%
18. CCn1c(=O)c(C(=O)NCCc2ccccc2)c(O)c2ccccc21
  -12.1% | -2.9% | -0.7% | -0.5% | -0.5% | ? | -27.4% | 1.9%
19. CCOc1ccc(-n2c(SCC(=O)Nc3ccccc3C)n[nH]c2=O)cc1
  4.2% | 1.6% | 4.9% | -2.6% | -8.1% | -0.9% | -5.4% | -4.1%
20. O=C(c1cc2c(ccc3ccccc32)o1)N1CCN(c2ncc(C(F)(F)F)cc2Cl)CC1
  -7.5% | -5.4% | -6.9% | -0.4% | -1.4% | -8.3% | 2.9% | -3.6%
21. COc1ccc2c(=O)cc(-c3cccnc3)oc2c1OC
  -1.0% | 0.4% | 0.5% | nt | nt | 1.9% | nt | 6.0%
22. COc1ccc(C)cc1N(C(=O)c1cccc(F)c1)c1nc2ccccc2s1
  -7.4% | -3.1% | -0.9% | 2.2% | -3.9% | ? | -12.8% | 5.5%
23. C=CCN1C(=O)CSC1=Nc1ccc(O)cc1
  -19.7% | -6.1% | 8.3% | 1.0% | -2.1% | 2.7% | 13.8% | -9.3%
24. CCCCOc1ccc(/C(O)=C2/C(=O)C(=O)N(CCN(C)C)C2c2ccc(O)c(OC)c2)cc1 (stereo unspecified)
  -13.9% | 4.8% | -1.1% | -0.6% | -6.0% | -3.8% | 5.3% | 8.4%
25. Cc1cccc(CN2CCN(CC(=O)N3CCCC3)C2=O)c1
  12.3% | 1.6% | 8.0% | 9.2% | -4.1% | 4.1% | 0.6% | 7.7%
26. COC(=O)C1=CN(CC2CCCO2)C=C(C(=O)OC)C1c1cccc(O)c1 (stereo unspecified)
  2.0% | 29.0% | 4.7% | ? | ? | ? | -1.4% | ?
27. CCCCn1c(=NC(=O)c2cccnc2)c(C(=O)OCC)cc2c(=O)n3ccccc3nc21
  3.3% | 1.5% | 10.1% | ? | ? | ? | -5.2% | 8.4%
28. CCC(=O)N1CCc2cc(S(=O)(=O)NCCC(=O)Nc3cc(C)cc(C)c3)ccc21
  19.2% | 0.4% | 25.2% | 2.5% | -9.5% | -4.5% | -2.8% | 1.4%
29. Oc1ccc2c(c1)C1CCCC1(N1CCOCC1)O2 (stereo unspecified)
  ? | -10.6% | -18.4% | 17.8µM* | -12.5% | 15.8µM* | -15.1% | -8.6%
30. O=C(NCCc1ccccc1)C1CCN(S(=O)(=O)c2ccc(-c3nn[nH]n3)cc2)CC1
  -29.3% | -16.1% | -0.6% | ? | ? | -3.9% | -1.5% | 5.4%
31. COCCCNC(=S)N1CCCN(c2nc3cc(C)ccc3cc2C#N)CC1
  -5.0% | 1.6% | 8.4% | ? | ? | ? | -53.6%[inhibitor] | 0.1%
32. COc1ccc(S(=O)(=O)N=C2C=C(C)C(=O)C(C)=C2)cc1
  ? | -5.7% | 1.7% | ? | -4.7% | 1.9% | -1.3% | -0.7%
33. Cc1ccc2c(CC(=O)OCC(=O)Nc3ccc(Cl)cn3)coc2c1
  -0.1% | 13.0% | 136.7%[activator] | ? | 6.2% | -1.5% | ? | 2.9%
34. Cn1c(CNc2ccccc2)cc(=O)n(C)c1=O
  -3.8% | -16.2% | -2.1% | 2.4% | -3.9% | 10.0% | -3.1% | -1.2%
35. N#Cc1c(SCC(=O)O)nc(N2CCCCC2)c2c1CCCC2
  5.2% | -7.3% | 3.9% | -3.8% | 0.0% | 5.4% | 17.8% | -17.4%
36. COc1cccc(-n2cn[nH]c2=S)c1
  -6.5% | 1.1% | -9.9% | ? | -1.8% | 2.2% | 12.5% | 1.3%
37. O=C(NC1(C(F)(F)F)NC(=O)N(C2CCCC2)C1=O)C1CC1 (stereo unspecified)
  5.3% | 2.2% | 5.9% | 7.3% | 0.4% | 1.3% | -4.8% | 4.0%
38. C(=C\c1ccccn1)/c1ccncc1
  4.5% | 1.6% | -5.7% | nt | nt | -0.6% | nt | 5.6%
39. CCN(CC)S(=O)(=O)c1ccc(OCCNS(C)(=O)=O)cc1
  7.3% | -8.7% | 0.7% | 11.8% | -2.9% | 0.8% | nt | 4.9%
40. Cc1cc(C)nc(NN=C2CCCC2)n1
  ? | -2.9% | 4.5% | -1.6% | 0.3% | 1.3% | 9.4% | 7.8%

Quoted at random: two records from the list
Screens in order – GAA glycogen mod | GAA spleen mod | RGS12 GoLoco inh | ALDH1A1 block | GAA inh | KDM4E inh | SMN2 splice up | aGal spleen mod
32. COc1ccc(S(=O)(=O)N=C2C=C(C)C(=O)C(C)=C2)cc1
  ? | -5.7% | 1.7% | ? | -4.7% | 1.9% | -1.3% | -0.7%
35. N#Cc1c(SCC(=O)O)nc(N2CCCCC2)c2c1CCCC2
  5.2% | -7.3% | 3.9% | -3.8% | 0.0% | 5.4% | 17.8% | -17.4%

Next entries.
Screens in order – GAA glycogen mod | GAA spleen mod | RGS12 GoLoco inh | ALDH1A1 block | GAA inh | KDM4E inh | SMN2 splice up | aGal spleen mod
41. CCc1cc(C(c2ccc(F)cc2)N2CCOCC2)c(NC(=O)c2ccccc2)s1 (stereo unspecified)
  -3.3% | -8.6% | -5.3% | ? | 3.4% | -10.7% | 46.2% | -3.0%
42. CC(=O)Oc1ccc(Cl)cc1/C=C/c1ccc2ccccc2n1
  -5.8% | 2.9% | 10.8% | -14.9% | -2.7% | ? | 14.1µM* | 10.9%
43. O=C1N(c2cccc3ccccc23)C(c2ccccc2)N2CCCN12 (stereo unspecified)
  5.7% | 4.8% | 5.5% | 6.9% | 0.0% | 0.1% | 8.8% | 6.5%
44. O=C1CSC2(C(=O)N3CCCc4cccc2c43)N1c1cccc(C(F)(F)F)c1 (stereo unspecified)
  5.0% | -6.2% | 1.9% | ? | -5.1% | -4.3% | 3.7% | -7.8%
45. O=S(=O)(NCc1ccccn1)c1ccc(F)cc1
  8.5% | -1.6% | -2.1% | 1.3% | 1.9% | -5.9% | 2.3% | -0.1%
46. Cc1ccc(C(=O)Nc2cccc(-c3cnc4ccccc4n3)c2)cc1
  8.0% | -15.9% | 4.6% | 11.5% | 6.1% | 8.4% | -3.8% | -13.7%
47. COc1ccc(NC(=O)c2ccc(-c3ccc([N+](=O)[O-])cc3)o2)cc1OC
  4.1% | 0.0% | 0.9% | -9.6% | -8.2% | 6.3% | -22.1% | 1.3%
48. C=CCn1c(=O)c2ccccc2n2c(SCC(=O)N3CCCc4ccccc43)nnc12
  4.1% | -5.9% | 13.8% | 4.47µM* | -0.5% | 12.1% | -15.0% | 2.2%
49. O=C(O/N=C(/c1ccccc1)c1ccncc1)c1ccc(F)cc1
  -0.4% | 1.7% | 3.9% | -5.1% | 2.1% | 4.4% | -20.1% | -1.5%
50. CC(=O)Nc1ccc2c(c1)C(=O)N(C1CCCCC1)C2=O
  1.0% | -2.3% | 4.6% | ? | 0.0% | ? | 6.4% | -2.1%
